SARS 3CLpro inh: SARS-CoV 3CLpro protease inhibitors, primary screen, biochemical, quenched FRET. Replicase polyprotein 1ab (Severe acute respiratory syndrome coronavirus), P0C6X7. recombinant SARS-CoV 3CLpro, quenched FRET peptide cleavage. inhibition, % at 6 µM. 0.14% of 290,000 active. AID 1706, 2009; in the data active means inhibition above about 12%
Yp Topo-I inh: Yersinia pestis topoisomerase I inhibitors, primary screen, biochemical, cleavage product accumulation, plate reader, single point; activity, % at 10 µM; 0.064% of 360,000 active; DNA topoisomerase I (Yersinia pestis CO92); Y. pestis Topo-I cleavage product accumulation; in the data active means activity above about 50%, passing the limit was not always enough; further: inactives centre near 2
SSB-PriA inh: inhibitors of Klebsiella pneumoniae PriA binding to SSB C-terminal tail, primary screen, biochemical, AlphaScreen | PriA–SSB C-terminal tail interaction (Klebsiella pneumoniae) | AlphaScreen SSBct-PriA binding, biotinylated peptide | inhibition, % at 33 µM | 0.6% of 430,000 active; in the data active means inhibition mostly above about 37%, no sharp cut-off; inactive means mostly below about 20%;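 further: plate controls were negative control peptide for no effect and reference peptide for full effect; strong numbers were not always called active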
BH1578 lux ind: inducers of Vibrio cholerae quorum light production without autoinducers, primary screen, BH1578 luxS cqsA deficient, single point; activation, % at 18.7 µM; V. cholerae BH1578 lux reporter, luminescence, 6 h; 0.16% of 350,000 active; in the data active means activation mostly above about 9.7%, no sharp cut-off; further: not every result past the cut was called active; inactives centre near 0; reference of the scale not given here
BoNT A protease: BoNT/A light chain protease inhibitors, primary screen, biochemical, flow cytometry, MLPCN library; Botulinum neurotoxin type A light chain protease (Clostridium botulinum A str. ATCC 3502); multiplex microsphere protease substrate cleavage; inhibition, % at 10 µM; 0.17% of 360,000 active; AID 588499, 2011; further: plate controls were buffer without enzyme for full effect and enzyme alone for no effect
Anthrax LF inh2: Bacillus anthracis LF protease inhibitors, primary screen, biochemical, multiplex microsphere, MLPCN library. Lethal factor (Bacillus anthracis), P15917. multiplex microsphere protease cleavage assay. inhibition, % at 10 µM. 0.12% of 360,000 active. AID 588501, 2011; further: plate controls were buffer without enzyme for full effect and enzyme alone for no effect
Target sequence (P15917 whole entry, looked up): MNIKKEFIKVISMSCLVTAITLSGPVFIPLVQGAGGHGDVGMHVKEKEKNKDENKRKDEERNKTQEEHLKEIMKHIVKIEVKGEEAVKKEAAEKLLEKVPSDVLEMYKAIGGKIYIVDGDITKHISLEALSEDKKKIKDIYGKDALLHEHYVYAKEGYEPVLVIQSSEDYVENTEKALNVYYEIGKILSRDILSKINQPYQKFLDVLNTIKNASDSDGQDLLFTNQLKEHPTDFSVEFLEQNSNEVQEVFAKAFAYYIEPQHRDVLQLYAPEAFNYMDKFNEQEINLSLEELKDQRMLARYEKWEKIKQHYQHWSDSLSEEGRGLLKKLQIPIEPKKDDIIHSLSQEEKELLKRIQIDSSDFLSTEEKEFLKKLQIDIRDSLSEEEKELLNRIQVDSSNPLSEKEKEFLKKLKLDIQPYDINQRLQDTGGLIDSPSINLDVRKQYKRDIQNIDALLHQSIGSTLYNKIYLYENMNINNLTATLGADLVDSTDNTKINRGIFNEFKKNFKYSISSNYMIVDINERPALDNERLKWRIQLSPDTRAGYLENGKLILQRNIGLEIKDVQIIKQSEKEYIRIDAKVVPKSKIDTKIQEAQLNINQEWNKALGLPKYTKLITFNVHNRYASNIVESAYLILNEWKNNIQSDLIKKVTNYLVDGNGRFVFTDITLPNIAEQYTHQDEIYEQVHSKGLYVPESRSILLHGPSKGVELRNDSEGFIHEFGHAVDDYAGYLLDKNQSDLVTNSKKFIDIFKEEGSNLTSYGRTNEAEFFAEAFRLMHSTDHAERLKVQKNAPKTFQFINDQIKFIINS
PfHsp40 rescue: rescue of yeast from PfHsp40 toxicity, primary screen, S. cerevisiae, ATP luminescence; S. cerevisiae expressing PfHsp40, growth rescue; growth rescue, % at 12.5 µM; 0.68% of 340,000 active; in the data active means growth rescue above about 28%, passing the limit was not always enough;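 further: yeast W303a lacking pdr1 and pdr3 grown in galactose medium; growth measured after three days at 30 °C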
TcdB GH inh: TcdB glycohydrolase inhibitors, primary screen, biochemical, single point, plate reader; TcdB glycohydrolase enzymatic assay; inhibition, % at 9.99 µM; 0.24% of 350,000 active; AID 652162, 2013; in the data active means inhibition above about 10%
CCHF vOTU inh: CCHFV vOTU protease inhibitors, primary screen, biochemical, Pep-AMC substrate, fluorescence; inhibition, % at 11.5 µM; 0.55% of 370,000 active; in the data active means inhibition above about 30%; further: 0% = vehicle wells with enzyme and 100% = no enzyme wells
DUSP3 inh: VHR1 phosphatase inhibitors, primary screen, biochemical, absorbance, uHTS | Dual specificity protein phosphatase 3 (Homo sapiens), P51452 | recombinant VHR phosphatase, pNPP absorbance | inhibition, % at 13.3 µM | 0.52% of 290,000 active; in the data active means inhibition above about 50%; further: some compounds called inactive have numbers as strong as hits
Target sequence (P51452 whole entry, looked up): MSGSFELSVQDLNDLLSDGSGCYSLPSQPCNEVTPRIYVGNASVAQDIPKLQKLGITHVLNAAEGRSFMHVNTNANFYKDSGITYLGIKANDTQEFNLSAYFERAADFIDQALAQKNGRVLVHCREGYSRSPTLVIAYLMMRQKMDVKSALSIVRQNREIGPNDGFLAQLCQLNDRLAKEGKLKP
The depositor's hits bear a star; i = inactive; nt = not tested or not shown; & = joins results of further samples. Unless noted, no stated cut-off is given here; in the data, active means inhibition above about 30%; inconclusive means no clear call, values can overlap the other calls; inactive means below that. This is a subset, so the mix of outcomes need not match the whole.

SMILES	SARS 3CLpro inh	Yp Topo-I inh	SSB-PriA inh	BH1578 lux ind	BoNT A protease	Anthrax LF inh2	PfHsp40 rescue	TcdB GH inh	CCHF vOTU inh	DUSP3 inh
Fc1ccc2c(c1)[C@H]1OCC[C@H]1[C@@H](c1ccco1)N2	-1.9	9.1	-15.5	-12.5	-1.8	-24.4	-0.5	nt	-27.4	-4.8
COCCN(C(=O)c1ccc(C)c(S(=O)(=O)N2CCOCC2)c1)c1c(N)n(CC(C)C)c(=O)[nH]c1=O	nt	3.2	-1.0	-0.5	-0.3	-2.7	-0.7	0.8	2.8	nt
CCCCC(=O)NC1(C(F)(F)F)C(=O)Nc2c1c(=O)[nH]c(=O)n2Cc1ccco1 (stereo unspecified)	6.6	-2.0	-16.5	-2.0	-0.4	0.5	-0.6	nt	3.7	-8.6
Cc1cc(/C=C(/C#N)c2nc3ccccc3[nH]2)c(C)n1-c1cc(C(=O)O)cc(C(=O)O)c1	-4.5	7.6	-6.6	0.7	1.1	-4.9	3.0	2.7	7.0	21.8
CCC(CC)c1nnc(NC(=O)C2CCN(C(=O)c3ccco3)CC2)s1	-1.4	0.1	-21.6	-0.3	2.3	28.9	-0.5	0.7	0.4	-1.0
CCC(C(=O)Nc1cc(OC)c(NC(=O)c2ccccc2)cc1OC)c1ccccc1 (stereo unspecified)	-3.0	-1.7	-5.2	-0.4	nt	nt	-0.8	0.8	6.0	-4.9
COC(=O)c1ccc(NC(=O)[C@H](C)NC(N)=O)cc1	1.5	-1.2	-15.2	i	0.1	0.5	-0.3	0.5	0.2	-7.1
O=C(C1CCC(C(=O)N2CCc3ccccc32)CC1)N1CCc2ccccc21 (stereo unspecified)	1.0	-9.8	-18.0	-0.2	-0.6	1.6	-0.4	nt	5.1	2.0
CN(CC(N)=O)S(=O)(=O)c1ccc(F)cc1	2.9	7.3	3.9	-0.9	0.0	1.0	-0.9	nt	-0.3	6.4
Cc1ccc(S(=O)(=O)CC(=O)c2ccccc2)cc1	6.3	-0.4	-6.0&-10.3	i	0.2	1.6	-0.5	nt	2.6	-3.2
O=C(Nc1ccc(S(=O)(=O)N2CCc3ccccc3C2)cc1)C1CCCO1 (stereo unspecified)	5.5	11.3	3.4	-3.8	-0.9	-3.6	1.9	0.6	-12.4	-23.9
O=C(NCCOc1ccc(Cl)cc1)c1ccco1	-3.6	4.5	-12.4	425.0*	-0.1	0.8	-1.1	-1.2	1.4	-2.6
COc1ccc2c(c1OC)C(=O)N1C2SC(C)(C)[C@H]1C(=O)NC(C)C (stereo partly specified)	-7.5	-1.0	-4.8	i	-1.6	-6.3	-0.7	-1.4	-6.9	nt
CCSc1cnnc2ccccc12	nt	14.1	-18.2	i	0.0	0.7	-1.3	-0.9	-6.4	nt
CCC(C)N1CC(=O)N2C(c3ccc(OC)cc3OC)c3[nH]c4ccccc4c3C[C@H]2C1=O (stereo partly specified)	3.5	2.1	12.2	2.0	-1.8	10.8	-0.8	0.3	-8.5	5.9

An excerpt from above in order of count of non-hydrogen atoms, ascending.
SMILES	SARS 3CLpro inh	Yp Topo-I inh	SSB-PriA inh	BH1578 lux ind	BoNT A protease	Anthrax LF inh2	PfHsp40 rescue	TcdB GH inh	CCHF vOTU inh	DUSP3 inh
COc1ccc2c(c1OC)C(=O)N1C2SC(C)(C)[C@H]1C(=O)NC(C)C (stereo partly specified)	-7.5	-1.0	-4.8	i	-1.6	-6.3	-0.7	-1.4	-6.9	nt
O=C(Nc1ccc(S(=O)(=O)N2CCc3ccccc3C2)cc1)C1CCCO1 (stereo unspecified)	5.5	11.3	3.4	-3.8	-0.9	-3.6	1.9	0.6	-12.4	-23.9
Cc1cc(/C=C(/C#N)c2nc3ccccc3[nH]2)c(C)n1-c1cc(C(=O)O)cc(C(=O)O)c1	-4.5	7.6	-6.6	0.7	1.1	-4.9	3.0	2.7	7.0	21.8

(more compounds)
SMILES	SARS 3CLpro inh	Yp Topo-I inh	SSB-PriA inh	BH1578 lux ind	BoNT A protease	Anthrax LF inh2	PfHsp40 rescue	TcdB GH inh	CCHF vOTU inh	DUSP3 inh
CCN(CC)CC(O)COc1ccc2c(c1)OCO2 (stereo unspecified)	1.7	-2.9	-7.7	-0.7	-0.2	1.7	-0.6	nt	14.5	15.2
CC(C)CN1C(=O)c2ccc(NC(=O)c3ccco3)cc2C1=O	2.1	0.1	-0.2	i	-1.9	-6.5	-1.2	0.5	-23.8	-0.1
Cc1c([N+](=O)[O-])c(C(=O)Nc2ccc3c(c2)OCCO3)nn1C	3.2	0.1	-2.6	-0.4	1.6	-0.8	-1.4	1.8	5.5	17.1
O=C(N/N=C/c1cccc(Oc2ccccc2)c1)c1cccc(O)c1	1.2	-9.5	nt	-0.5	-1.2	-0.1	-2.0	-2.0	-11.7	22.9
C=C(C)CNC(=S)N/N=C/c1ccccc1OCC(=O)O	7.6	-0.4	nt	6.3	-1.8	0.2	-0.5	-0.1	0.6	16.5
CC(=O)N1CCN(c2cc3c(cc2F)c(=O)c(C(=O)O)cn3C2CC2)CC1	1.0	-10.8	-1.0&-10.1	i	-0.3	-2.4	0.7	0.5	-25.1	40.7
CCCCn1c(NC(=O)c2ccccc2)c(C#N)c2nc3ccccc3nc21	1.7	8.7	56.2*	4.0	7.6	-4.2	-1.0	nt	121.0*	32.6
O=C(Cn1c2ccccc2c(=O)c2ccccc21)Nc1cccc(F)c1	-0.4	1.4	-4.8	i	0.3	-0.8	1.8	0.6	-21.7	-0.2
OC(COc1ccc2ccccc2c1Cl)CN1CCOCC1 (stereo unspecified)	3.6	3.6	5.9	0.6	0.3	-2.9	0.0	nt	8.7	15.3
COc1cccc(N=Nc2c(N)[nH]n3c(=O)cc(-c4ccccc4)nc23)c1	9.0	-8.1	-16.6	-0.6	0.4	3.4	-1.1	nt	7.1	13.2
C=CCn1c(CCNC(=O)c2cccs2)nnc1SCC(=O)c1ccc(Cl)cc1	-0.6	7.0	14.5	-0.2	0.2	-0.2	1.1	nt	15.1	25.4
CCC(C)n1nccc1NC(=O)C(C)OC(=O)c1cc2ccccc2[nH]1 (stereo unspecified)	0.9	6.9	-16.6	i	0.1	-0.3	-1.4	nt	-2.2	12.9
CC1CN(C(=O)CSc2nc(-c3ccccc3)cs2)CC(C)O1 (stereo unspecified)	0.5	-7.3	-24.6	i	-1.2	3.3	-1.5	nt	8.2	9.0
CC(=O)Nc1ccc(C(=O)NNC(=O)CCCCC(=O)NNC(=O)c2ccc(NC(C)=O)cc2)cc1	nt	-5.1	-7.4	0.5	0.8	-7.2	-1.4	-0.1	3.0	nt
COc1ccc(-c2csc(NC(=O)CSc3n[nH]c(N)n3)n2)cc1	2.2	-18.7	5.2	-0.1	-0.9	-8.1	0.0	2.6	-8.3	8.3
O=c1c2c([nH]c3ccccc13)CCCCC2	-5.6	-3.3	-9.8	-3.2	-1.6	-0.9	-1.6	1.4	15.4	20.6
Oc1ccc(/C=N/NP(=S)(c2ccccc2)c2ccccc2)cc1	-3.4	2.3	nt	-0.2	2.7	5.9	-0.3	nt	8.2	27.1
O=S(=O)(Nc1cccnc1)c1ccc(C2CCCCC2)cc1	3.3	18.2	-11.4	0.7	0.4	-0.9	0.6	nt	6.3	-2.0
C=C(C)C(=O)Nc1cccc(C2=NOC3(C2)C[C@@H](C(N)=O)N(C(=O)[C@H]2CCC(=O)N2)C3)c1 (stereo partly specified)	nt	12.4	-5.1	i	-0.6	-0.1	-0.6	0.7	8.6	30.1
Nc1ccc(C2(c3ccc(N)cc3)C(=O)Nc3ccccc32)cc1	-0.4	-7.0	12.9	-3.2	-1.5	0.5	-1.4	1.0	-13.6	52.7*
O=C(CSc1nnc(-c2ccccc2Br)o1)Nc1nncs1	1.2	2.2	-10.5	-0.2	0.4	-1.5	-1.1	0.4	30.4*	-21.0
Cc1cc(C)c(NC(=S)N(Cc2cccnc2)Cc2ccco2)c(C)c1	-0.1	0.9	10.0	i	-2.2	-2.3	-0.6	1.2	-12.0	-8.8
CNC(=O)C1(c2ccccc2)CCCCC1	nt	2.7	nt	i	0.0	0.5	nt	1.3	8.8	nt
CCNC(=O)N1CCCC(C(=O)c2ccc(OC)c(OC)c2)C1 (stereo unspecified)	3.5	-4.8	-18.6	-0.3	0.4	0.4	0.8	-2.5	11.9	-1.3
CC1CN(Cc2c(O)ccc3c2oc(=O)c2ccccc23)CC(C)O1 (stereo unspecified)	0.9	-3.3	-13.5	i	-1.2	5.5	-0.2	0.0	19.6	4.8
CNC[C@@H]1Oc2cc(Br)ccc2S(=O)(=O)N([C@H](C)CO)C[C@H]1C	nt	1.1	nt	-0.4	0.1	-0.3	nt	1.5&-0.6&-0.8	-5.3	nt
CCOc1ccc(C(=O)NCC(=O)OCc2c(C)noc2C)cc1OCC	0.1	-1.7	-4.5	i	-0.8	-2.5	0.3	0.2	7.6	34.0
COc1ccc(CCNC(=O)c2c(C)nc3ccccn23)cc1OC	3.3	0.8	-9.7	i	0.7	-2.4	-0.2	0.2	-6.6	7.3
COc1ccc(NC(C)=O)c([N+](=O)[O-])c1[N+](=O)[O-]	nt	-6.7	1.3	nt	0.2	0.2	-1.3	0.4	-2.6	nt
CCOP(=O)(OCC)C(NC(=O)Nc1ccccc1)C(N)=O (stereo unspecified)	-1.5	1.3	-12.6	-0.4	-0.6	-1.3	-1.5	nt	24.4	-0.8
Cc1ccc(-n2c(Cc3cccs3)nnc2SCC(=O)OC(C)C)cc1	6.8	33.4	-3.4	i	0.0	-4.7	-1.4	nt	3.5	-2.7
S=C(c1ccc(Cl)cc1)N1CCOCC1	-0.4	-8.5	-15.2	-0.2	-0.1	-2.4	-0.5	nt	-8.2	22.5
COC(=O)c1sccc1NC(=O)CSc1ccccc1N	-4.1	9.1	4.2	1.5	0.1	3.5	0.5	1.2	2.0	2.1
CCOC(=O)N1CCC2(CC1)C(C#N)=C(N)OC1=C2C(=O)CC(C)C1 (stereo unspecified)	-3.0	-1.2	-10.2	i	-0.3	-6.6	1.3	nt	-17.0	25.9
C=CCNc1nc(Cl)ncc1F	-4.4	0.6	0.1	-0.2	-0.5	-2.6	-1.5	nt	-2.0	17.0
COc1ccc(C2=NN(C(=O)CN3CCCCC3)C(c3ccc(C)cc3)C2)cc1 (stereo unspecified)	1.0	20.9	-2.9	1.4	-0.6	-2.1	1.3	-2.1	1.4	17.5
CC(C)(C)N(Cc1ccccc1)C(=O)CSc1nnc(CNc2ccc(F)cc2)o1	4.9	31.7	-18.3	-0.3	10.3	-10.4	0.0	nt	6.0	17.8
COC(=O)c1sc(NC(=O)Cc2cccs2)nc1C	-3.1	2.2	-1.4	-0.3	-0.8	-1.9	1.0	nt	18.1	-12.1
COc1cc(S(=O)(=O)Nc2ccc(Br)cc2)ccc1N	3.9	-1.3	2.8	0.4	0.3	-10.5	-0.1	0.6	-6.3	7.7
c1ccc(C2CC(c3cccs3)=NN2c2ccccc2)cc1 (stereo unspecified)	-1.1	-5.0	-28.6	i	1.6	-3.5	0.0	0.9	-5.1	-0.7
